Tn6 DDE FP: DD(E)-Tn6 binding inhibition, primary FP screen; P02675; Fibrin DD(E) TRITC-Tn6 fluorescence polarization displacement; inhibition, % at 8.3 µM; 370,000 tested, 0.21% active; AID 720509;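 active = inhibition above a per-campaign cutoff: mean of compounds within control limits plus 3 SD, cut at about 15% in these data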;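 note: 0% = median of all compound wells on the plate and 100% = blocking peptide control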
ADAM10 inh: ADAM10 inhibition, QFRET primary screen. O14672. recombinant ADAM10, EDANS/DABCYL FRET peptide cleavage, 3 h. inhibition, % at 7 µM. 370,000 tested, 0.62% active. AID 720582;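 active = inhibition above a per-campaign cutoff equal to the mean of compounds falling between control-based bounds plus 3 SD, cut at about 20% in these data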;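 note: 0% = DMSO wells while the 100% control is not disclosed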
proKLK7 act: activates the human kallikrein-7 zymogen. P49862. purified proKLK7, EDANS-DABCYL substrate fluorescence; 100% is mature enzyme control, 0% vehicle. activation, % at 7 µM. 370,000 tested, 0.9% active;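 active = activation above the mean of all tested compounds plus 3 SD, computed per campaign excluding outliers beyond control limits, cut at about 13% in these data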
Target sequence (P49862 whole entry, looked up): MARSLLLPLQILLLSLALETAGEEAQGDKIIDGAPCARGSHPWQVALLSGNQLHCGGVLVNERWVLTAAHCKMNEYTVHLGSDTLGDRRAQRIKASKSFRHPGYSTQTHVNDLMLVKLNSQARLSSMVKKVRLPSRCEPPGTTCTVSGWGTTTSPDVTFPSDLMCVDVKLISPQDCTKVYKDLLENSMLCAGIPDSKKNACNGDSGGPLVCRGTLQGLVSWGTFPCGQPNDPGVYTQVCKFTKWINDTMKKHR
ADAM17 inh: inhibitors of human ADAM17. P78536. inhibition, % at 6.95 µM. 370,000 tested, 0.83% active. recombinant ADAM17, EDANS/DABCYL FRET peptide cleavage;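 active = inhibition above the mean of compounds lying between control limits plus 3 SD, set per campaign, cut at about 8.5% in these data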;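 note: 0% = DMSO-only wells as the low control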
ARFGAP1 inh: inhibitors of rat ARFGAP1. Arfgap1-stimulated ARF1 GTP hydrolysis, GDP FP detection. Q62848. 360,000 tested, 0.26% active. inhibition, % at 16.5 µM;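 active = inhibition above a per-plate limit, mean inhibition of low control wells plus 3 SD, cut at about 25% in these data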;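 note: 0% = DMSO wells with enzyme and 100% = wells lacking Arfgap1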
Target sequence (Q62848 1-136 limits assumed): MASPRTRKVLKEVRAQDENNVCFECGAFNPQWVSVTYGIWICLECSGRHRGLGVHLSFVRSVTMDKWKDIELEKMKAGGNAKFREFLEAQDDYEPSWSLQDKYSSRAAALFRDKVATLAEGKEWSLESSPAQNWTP
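Material: rat Arfgap1 catalytic domain, aa 1-136; also added: human ARF1(Δ1-17)-GTP substrate; compound dosing: one concentration, 16.5 µM, DMSO 1.26%; incubation: GTP hydrolysis reaction 2 h at 25 °C; measured by: Tracer-displacement fluorescence polarization with EDTA stop, 620/688 nm; evaluation: % inhibition from polarization; repeats: one replicate per compound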
DDE Tn7 FP inh: inhibitors of Tn7 peptide binding to human fibrin DD(E); P02675; FP displacement of FITC-Tn7 peptide from fibrin DD(E); 0% = median of compound wells per plate; inhibition, % at 8.3 µM; 370,000 tested, 0.13% active; AID 720508;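 active = inhibition above the mean of compounds falling within the control limits plus 3 SD of them, cut at about 14% in these data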;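 note: 0% = plate median of compound wells and 100% = 10 µM Aha-Tn7 peptide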
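Test system: human clot-derived fibrin DD(E) complex / Quantity: 2 µM final DD(E) protein / Incubation: 10 min plus 3 h, room temperature / Measured by: fluorescence polarization / Benchmarks: high control of 10 µM Aha-Tn7 peptide / Replicates: singlicate testing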
PLC-gamma1 inh: PLC-gamma1 (human) inhibition, primary screen. purified PLC-gamma1, fluorogenic substrate, fluorescence. inhibition, % at 12.2 µM. 370,000 tested, 0.84% active. AID 720700; in the data active = inhibition above about 9.5%
LEDGF integ inh: blocks HIV-1 LEDGF/p75-dependent DNA integration. TR-FRET IN-LEDGF/p75 DNA integration, Eu/Cy5. inhibition, % at 3.7 µM. 370,000 tested, 0.64% active;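 active = inhibition above the screen-wide mean plus 3 SD, cut at about 13% in these data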;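 note: signal is the Cy5 over europium emission ratio at 671 and 618 nm; 0% = plate median of compound wells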
ASAP1 inh: ASAP1 ArfGAP inhibition; ASAP1-stimulated ARF1 GTP hydrolysis, GDP FP detection; inhibition, % at 16.5 µM; 360,000 tested, 0.19% active; AID 624377; in the data active = inhibition above about 25%;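 note: 0% = vehicle with enzyme and substrate and 100% = no enzyme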
Target sequence (Q9ULH1 325-724 limits assumed): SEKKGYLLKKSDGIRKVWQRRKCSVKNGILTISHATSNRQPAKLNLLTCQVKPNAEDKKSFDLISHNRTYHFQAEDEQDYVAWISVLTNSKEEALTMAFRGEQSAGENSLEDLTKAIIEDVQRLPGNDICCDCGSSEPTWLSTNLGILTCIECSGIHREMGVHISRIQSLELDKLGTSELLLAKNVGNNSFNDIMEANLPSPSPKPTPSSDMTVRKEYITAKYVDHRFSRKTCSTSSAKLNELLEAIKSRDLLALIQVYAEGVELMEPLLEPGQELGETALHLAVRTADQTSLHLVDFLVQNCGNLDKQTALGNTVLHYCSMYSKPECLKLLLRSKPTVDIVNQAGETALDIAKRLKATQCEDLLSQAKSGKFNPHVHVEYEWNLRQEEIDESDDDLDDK
TDP2 inh: TDP2 (human) inhibition, absorbance primary screen; 370,000 tested, 0.34% active; AID 720702; O95551; inhibition, % at 12.8 µM; recombinant TDP2, T5PNP hydrolysis, p-nitrophenol absorbance 415 nm;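 active = inhibition above the mean of all tested compounds plus 3 SD, set per campaign, cut at about 25% in these data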;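 note: 0% = DMSO with enzyme and 100% = buffer with substrate but no TDP2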
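Read-out basis: percent inhibition. System: recombinant human TDP2. Buffer or medium: Mg2+-containing Tris-HCl buffer, pH 7.5. Repeats: single replicate. Timing: reaction 2 h, 37 °C. Benchmarks: high control without enzyme, low control DMSO plus TDP2. Probe or stimulus: 5 mM T5PNP. Doses: 12.8 µM only. Measured by: epi absorbance of p-nitrophenol freed from T5PNP by hydrolysis.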
* marks the source's active call; other numbers are inactive results; / = not tested or not shown.

Tn6 DDE FP	ADAM10 inh	proKLK7 act	ADAM17 inh	ARFGAP1 inh	DDE Tn7 FP inh	PLC-gamma1 inh	LEDGF integ inh	ASAP1 inh	TDP2 inh	smiles
4	-4	-0.3	-6	-1	-3	0	-2	1	1	C[C@@H]1NC(=O)/C(=C\c2ccccc2Cl)NC1=O
-1	3	0.3	2	2	1	-3	-3	-6	4	CCN(CC)c1ccc(NC(=O)CN2C(=O)NC3(CCc4ccccc43)C2=O)cc1 (stereo not drawn)
4	3	0.2	-2	0	4	-1	1	-1	3	O=C(N[C@H](Cc1ccc(Cl)cc1)C(=O)O)OCC1c2ccccc2-c2ccccc21
-11	-2	-2.4	-6	13	1	-5	0	-1	13	CCOC(=O)c1[nH]nc2c1C(=O)N(Cc1ccccc1)C2=O
-11	-28	-5.9	-16	-3	5	-112	-5	-5	5	CCCNC(=O)c1ccc(Cn2cc(-c3ccc(OC)cc3)nc2C(C)N)cc1 (stereo not drawn)
-10	5	-0.4	5	11	-1	-2	-2	10	3	CCc1ccc(C2=NNC(=Nc3cccc(S(=O)(=O)N(C)C)c3)SC2)cc1
3	-6	-0.3	-6	3	6	-2	1	9	4	O=C(C1CC1)N(CCN(Cc1ccccc1)C(=O)C1CC1)Cc1ccccc1
-2	2	-0.7	-4	9	-3	0	0	8	9	O=C(CN(C1CCCCC1)S(=O)(=O)c1ccccc1)NCc1cccnc1
0	-3	0.2	-4	-2	-9	-20	5	-1	-14	CCC(=O)c1ccc(OCC(=O)Nc2nc(-c3cccnc3)cs2)cc1
-1	6	-0.2	1	16	-1	3	0	4	-2	O=C(c1ccco1)N1CCN(C(=O)c2oc(=O)c3ccccc3c2-c2ccccc2)CC1
2	3	-0.1	1	-8	-4	1	2	5	-2	Cn1c(N)cc(=O)n(Cc2ccccc2)c1=O
-5	2	-0.8	-3	3	5	-4	0	0	-4	CCN(CC)CCN1C(=O)C(=O)/C(=C(/O)c2ccncc2)C1c1ccccc1F (stereo not drawn)
0	1	0.4	0	11	-1	-1	1	1	5	C=CCNC(=O)CSc1cc([N+](=O)[O-])cc(S(=O)(=O)Cc2ccccc2)c1
2	6	0.5	-1	16	-3	0	-1	6	6	O=C(Nc1ccccc1N1CCOCC1)C1CCN(S(=O)(=O)c2ccccc2F)CC1
2	-4	-0.2	-2	4	2	0	-3	-14	-3	OCC[C@@H]1C[C@H](O)[C@@H](O)[C@@]2(CCCO2)O1
25*	-32	0.0	-10	2	3	-55	1	16	-8	CCn1c(C)c(C2=CCN(S(=O)(=O)c3ccc(C)cc3)CC2)c2ccccc21
8	-4	0.0	-4	5	2	0	-3	-16	10	Cn1nnc2cc(C(=O)N3CCN(c4ccccc4)CC3)ccc21
4	-2	-0.4	0	12	1	0	3	3	11	O=C(CSc1n[nH]c(=O)[nH]c1=O)c1cccc([N+](=O)[O-])c1
-5	-1	-1.0	-3	4	2	1	-3	-2	2	COc1ccc(Cn2c(=O)[nH]c3cc(C(=O)NC4CCCC4)ccc3c2=O)cc1
-3	5	0.2	1	-4	-3	3	2	-2	9	Cc1cc(NS(=O)(=O)c2ccc(NC(=O)Nc3cccc(Cl)c3)cc2)no1
-7	-6	0.1	-1	-10	-1	-13	-1	2	-7	CCOCCSC1=C(C#N)C(c2cccs2)C(C(C)=O)=C(C)N1 (stereo not drawn)
0	7	0.1	4	4	-3	5	5	5	0	Cc1ccc(NC(=O)Cc2ccccc2F)cc1S(=O)(=O)N1CCCCCC1
2	-1	0.1	-5	7	12	-3	-1	9	2	CC1=NNC(=O)C1CCC(=O)N/N=C/c1c(Cl)cccc1Cl (stereo not drawn)
3	-5	0.2	0	1	5	-7	-1	-7	-8	CCOC(=O)c1ccccc1NC(=O)C1=COCCO1
-1	4	-0.2	1	16	-10	1	1	17	9	O=C1C2ON(c3ccccc3)C(c3cccnc3)C2C(=O)N1c1ccccc1 (stereo not drawn)
0	8	-0.3	1	4	-4	0	3	-3	-2	Cc1ccsc1CNc1ncnc2ccc(-c3c(C)noc3C)cc12
-4	-3	0.2	-1	15	-5	3	-1	-9	3	COc1cc(OC)cc(C(=O)NCCS(=O)(=O)N2CCN(Cc3ccccc3)CC2)c1
1	-25	0.1	-7	/	1	-34	-1	/	9	CC(=O)c1cc(-c2cc3ccccc3o2)c(=O)n2c1CCC2
7	-23	-1.0	-8	7	5	-17	0	8	-8	COc1ccc(OC)c2c(C)cc(N3CCN(C(=O)c4ccc(C)cc4)CC3)nc12
0	-1	-0.3	-3	-4	-7	2	2	14	-8	CCCCN(CCCC)C(=O)c1cc(Cl)ccc1[N+](=O)[O-]

An excerpt from above, reduced to LEDGF integ inh.
SMILES	LEDGF integ inh
CCOCCSC1=C(C#N)C(c2cccs2)C(C(C)=O)=C(C)N1 (stereo not drawn)	-1
Cc1ccc(NC(=O)Cc2ccccc2F)cc1S(=O)(=O)N1CCCCCC1	5
CC1=NNC(=O)C1CCC(=O)N/N=C/c1c(Cl)cccc1Cl (stereo not drawn)	-1
CCOC(=O)c1ccccc1NC(=O)C1=COCCO1	-1

Random excerpt: 2 records from the list
Tn6 DDE FP	ADAM10 inh	proKLK7 act	ADAM17 inh	ARFGAP1 inh	DDE Tn7 FP inh	PLC-gamma1 inh	LEDGF integ inh	ASAP1 inh	TDP2 inh	smiles
7	-23	-1.0	-8	7	5	-17	0	8	-8	COc1ccc(OC)c2c(C)cc(N3CCN(C(=O)c4ccc(C)cc4)CC3)nc12
0	7	0.1	4	4	-3	5	5	5	0	Cc1ccc(NC(=O)Cc2ccccc2F)cc1S(=O)(=O)N1CCCCCC1

(further entries)
Tn6 DDE FP	ADAM10 inh	proKLK7 act	ADAM17 inh	ARFGAP1 inh	DDE Tn7 FP inh	PLC-gamma1 inh	LEDGF integ inh	ASAP1 inh	TDP2 inh	smiles
7	-1	0.0	0	17	0	3	-3	7	-13	Cc1cccc(C(=O)Nc2c(C(=O)N3CCN(C)CC3)cnn2-c2ccccc2)c1
-2	3	0.2	1	9	-9	3	4	8	-1	CCOC(=O)C1=C(C)NC(=O)NC1c1cccc(O)c1 (stereo not drawn)
-2	-10	-1.1	1	8	3	4	-1	-9	-11	CCn1c(CSc2nc(C)cc(C)n2)nnc1SCC(=O)N1CCCc2ccccc21
3	9	0.3	2	/	5	-4	-2	/	-8	COc1ccc(/C=C/S(=O)(=O)NCCc2ccccc2)c(CNC(=O)OC(C)(C)C)c1
-4	9	0.6	6	10	-3	5	0	-4	-7	O=C(C1=C[C@H](c2csc3ccccc23)C[C@H](OCCCCO)O1)N1CCN(Cc2ccc3c(c2)OCO3)CC1
-2	-3	-0.1	-3	21	-3	0	-3	17	4	CC1SCC(NC(=O)c2ccc(Cl)cc2)CS1 (stereo not drawn)
1	2	0.3	0	21	-3	1	3	-9	11	FC(F)(F)c1cccc(Cc2noc(CN3CCC(c4ccncc4)CC3)n2)c1
-2	1	-0.9	1	9	-1	-1	-2	-12	1	Cc1cccc(-c2noc(CCCC(=O)Nc3ccc(C(N)=O)cc3)n2)c1
4	6	-0.3	0	4	0	1	5	-20	-4	CCc1ccc(-n2c(=O)c3ccccc3n(CC(=O)NCc3ccco3)c2=O)cc1
-2	15	-0.5	0	13	5	-4	-3	-12	-4	CC(=O)NC(c1ccccc1)c1cc([N+](=O)[O-])c2cccnc2c1O (stereo not drawn)
-7	3	0.6	1	15	0	-1	-2	1	-4	CCn1c(Cc2cccs2)nnc1SCC(=O)NC(C)(C)C
7	1	-0.4	2	0	-2	3	2	8	-8	COc1ccc([N+](=O)[O-])cc1N(CC(=O)O)S(C)(=O)=O
-11	17	0.3	3	3	-2	2	2	-2	8	COc1ccc(NC(=O)Nc2ccc(F)c(Cl)c2)cc1
-2	5	0.1	3	15	-8	-6	1	1	2	Cc1cc(Nc2ccccc2)nn1C(=O)c1ccccc1
3	-23	0.3	-5	6	-10	-18	1	11	2	N#CC(Cc1ccccc1OC(F)F)c1nc2ccccc2[nH]1 (stereo not drawn)
-2	-16	-0.8	-5	5	-1	0	0	18	-1	CSc1nc(N)nc2c1ncn2CC(=O)N[C@H](CO)Cc1c[nH]c2ccccc12
-1	7	0.2	-2	14	-7	2	3	15	-4	C/C(=N\Nc1ccccc1C(=O)O)c1ccncc1
-3	17	0.1	2	8	0	4	1	-2	4	CCOC(=O)N1CCC2(CC1)C(C#N)=C(N)Oc1n[nH]c(CSc3ccc(C)cc3)c12
-7	-7	0.9	2	-3	7	2	-2	5	1	COC(=O)c1sccc1NC(=O)c1ccncc1
5	-8	0.4	-2	-18	1	-4	4	-12	8	CCOC(=O)c1c(-c2ccc3ccccc3c2)csc1NC(=O)CCCC(=O)O
-1	-6	-0.1	-3	-6	6	0	1	-11	-2	CC(=O)Nc1cccc2c1Cc1cc([N+](=O)[O-])ccc1-2
5	-10	0.8	2	9	3	4	-2	15	-15	Cc1cc(C(=O)OC(C)C(=O)N2CCc3ccccc32)ccc1[N+](=O)[O-] (stereo not drawn)
0	4	-0.2	-1	-9	-5	3	4	0	7	Cc1ccc(-n2nnnc2-c2cccs2)cc1[N+](=O)[O-]
1	4	0.4	-4	6	6	-1	0	-10	-4	C=CCn1c(COc2ccc(F)cc2)nnc1SCC(=O)NC(=O)NCc1ccco1
-4	-8	-0.6	-5	-5	-4	-13	-1	9	-8	CCOc1ccc(-n2c([S-])c(C(=O)Nc3ccc(S(=O)(=O)N4CCOCC4)cc3)[n+]3cc(C(N)=O)ccc23)cc1
1	-10	-0.2	-1	6	4	-3	-1	-9	8	Cc1ccc(CN2CC(C(=O)NC(c3nc4ccccc4[nH]3)C(C)C)CC2=O)cc1 (stereo not drawn)
7	-4	-0.1	-1	1	-8	-1	-1	3	2	CCOc1ccc(S(=O)(=O)N2CCOCC2)cc1NC(=O)C1=COCCO1
2	-148	-6.2	-43	-1	2	-82	1	-17	11	CCCc1cc(=O)oc2cc(C)c3c(C)coc3c12
-6	-1	-0.1	-6	-4	-2	0	1	0	-7	Cc1cc(NC(=O)C(=O)NCc2cccc(Cl)c2)no1
-2	-3	0.0	-1	13	1	0	0	10	-4	O=C(/C=C/[C@H]1O[C@@H](n2cnc3c(NC(=O)c4ccccc4)ncnc32)[C@H](O)[C@@H]1O)NCCc1c[nH]c2ccccc12
1	4	0.7	3	-5	-2	-16	3	1	3	CCOc1cc(NC(=O)c2ccco2)c(OCC)cc1NC(=O)Cc1cccc(OC)c1
-7	-9	0.4	3	-1	0	-3	-5	5	-8	COc1cccc(N2CCN(C(=S)Nc3ccc(F)cc3)CC2)c1
-9	-3	0.9	-2	6	-4	-1	-3	3	7	CCC1CN(C(=O)N2CCC(C(=O)NCc3ccccc3OC)CC2)c2cc(C)ccc2O1 (stereo not drawn)

Screening results deposited in PubChem by The Scripps Research Institute Molecular Screening Center.
